P. falciparum M1AAP: P. falciparum M1AAP inhibitors, biochemical, fluorogenic H-Leu-NHMec substrate, 1536-well (AID 1445). recombinant M1AAP, H-Leu-NHMec fluorogenic kinetic assay; higher % means a stronger effect. one-dose inhibition, % at 30 µM; IC50 in µM for titrated hits. actives 0.42% (n = 220,000);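 active = primary inhibition above the hit cutoff, then over 50% inhibition at one or more dose response concentrations, cut at about 23% in these data, passing the limit was not always enough; inconclusive = conflicting primary data, or primary hits not chosen for dose response; inactive = low primary inhibition, or under 50% at every dose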;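 also: plate controls were DMSO full reaction for no effect and no enzyme background for full effect; strong numbers were not always called active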
XIAP displacement: small molecules displacing peptide from XIAP – biochemical, IAP family, fluorescence polarization (AID 1018); XIAP BIR domain, fluorescence polarization peptide displacement; higher % means a stronger effect; one-dose displacement, % at 20 µM; IC50 in µM for titrated hits; actives 0.007% (n = 200,000); in the data active = displacement above about 50%; also: a part of the inactive calls stands beside numbers as strong as those of hits
LYP phosphatase: PTPN22 lymphoid phosphatase activity blockers – biochemical, fluorescence intensity, uHTS (AID 1779); inhibition, % at 11.5 µM; hits with a dose series show IC50 in µM; recombinant LYP phosphatase, fluorescence intensity; higher % means a stronger effect; actives 0.054% (n = 290,000);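 also: plate controls were vehicle with enzyme for no effect and no enzyme for full effect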
AID2073: inhibitors of Mint1-CaV2.2 protein interaction, biochemical, HTRF (AID 2073); HTRF protein-protein interaction, Mint1-CaV2.2; higher % means a stronger effect; inhibition, % at 20 µM; hits with a dose series show IC50 in µM; actives 0.19% (n = 290,000); in the data active = inhibition mostly above about 51%, no sharp cut-off; inconclusive = no clear call, values can overlap the other calls; inactive = mostly below about 53%; also: some results filed as inactive read as strong as hits
Dynein cargo inh: blocks dynein driven cargo transport along microtubules; AID 1381; z-score, hits read low; actives 0.47% (n = 220,000); 3617.4 mouse cells, GR-EGFP nuclear translocation imaging; test concentration mostly 20 µM; stimulated with dexamethasone, 1 µM; hits give low values;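 active = plate z-score of nuclear minus cytoplasmic receptor signal below a set negative limit, without overly bright fluorescence or cell loss, cut at about -3.5 in these data, passing the limit was not always enough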;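 also: z-score of nuclear minus cytoplasmic ring GR-EGFP intensity difference per well; some compounds called inactive have numbers as strong as hits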
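medium = tetracycline-free induction medium containing charcoal-stripped FBS | probe or stimulus = dexamethasone, 1.0 µM final | timing = 48 h induction, then 1 h compound, then 30 min agonist, 37 °C | detection = automated 10x imaging of fixed Hoechst-stained cells | read-out basis = nuclear versus cytoplasmic GR-EGFP signal, averaged per well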
P. falciparum M17LAP: P. falciparum M17LAP inhibitors, primary screen, biochemical, fluorogenic H-Leu-NHMec substrate, 1536-well (AID 1619). recombinant M17LAP, H-Leu-NHMec fluorogenic kinetic assay; higher % means a stronger effect. inhibition, % at 30 µM; hits with a dose series show IC50 in µM. actives 0.38% (n = 220,000);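 active = compound inhibiting the enzyme by more than half at any dose during confirmatory dose-response retesting; inconclusive = strong single-dose inhibitors picked by rank but not retested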;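 also: plate controls were full reaction with DMSO carrier for no effect and no enzyme background for full effect; strong numbers were not always called active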
SIAH1 antagonists: blockers of Siah-1 interaction with plectin peptide – biochemical, fluorescence polarization, rhodamine-plectin, uHTS, primary screen (AID 1817); Siah-1 / rhodamine-plectin peptide fluorescence polarization; higher % means a stronger effect; actives 0.02% (n = 290,000); one-dose displacement, % at 20 µM; IC50 in µM for titrated hits;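 active = displacement of at least 50% at 20 µM, with a fluorescence ratio check between 0.3 and a set limit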;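 also: plate controls were Siah plus tracer with DMSO for no effect and tracer alone without Siah for full effect; strong numbers were not always called active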
human PMI inhibition: inhibitors of human PMI, primary screen, biochemical, fluorescence intensity, coupled assay (AID 1209) | inhibition, % at 20 µM, or IC50 in µM where a hit was titrated | purified PMI enzyme, coupled fluorescence intensity; higher % means a stronger effect | actives 0.42% (n = 190,000);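 also: plate controls were DMSO vehicle for no effect and wells lacking substrate for full effect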
PMI inhibition: human PMI inhibitors, high substrate, primary screen, biochemical, fluorescence intensity, high mannose 6-phosphate (AID 1220) | recombinant PMI enzyme, coupled fluorescence intensity; higher % means a stronger effect | inhibition, % at 20 µM, or IC50 in µM where a hit was titrated | actives 0.66% (n = 190,000)
Dynein cargo inh cytoplasmic EGFP: further read-out of Dynein cargo inh, marked with its call; z-score; measured here: cytoplasmic GR-EGFP intensity; hits give high values
Dynein cargo inh nuclear GR-EGFP: recorded beside Dynein cargo inh, whose call it bears; z-score; measured here: nuclear GR-EGFP intensity;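 lower value marks the stronger effect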
Dynein cargo inh cell count: further read-out of Dynein cargo inh, marked with its call; z-score; measured here: cell count per field
An asterisk follows results filed as active; ? = inconclusive; · = not tested or not shown. Rule as the data show it, unless noted: active = inhibition above about 50%; inactive = the rest. Not a hit list. Share with any hit: about 2.1%.

SMILES | P. falciparum M1AAP | XIAP displacement | LYP phosphatase | AID2073 | Dynein cargo inh | Dynein cargo inh cytoplasmic EGFP | Dynein cargo inh nuclear GR-EGFP | Dynein cargo inh cell count | P. falciparum M17LAP | SIAH1 antagonists | human PMI inhibition | PMI inhibition
CN(C)C(=O)c1c2c(nc3ccccc13)CCCC2 | 2% | -3.8% | -16% | -12% | 0.34 | -0.086 | 0.23 | 0.85 | 12% | -4% | -7% | -9%
Nc1c([N+](=O)[O-])cc(-c2cnc[nH]2)cc1[N+](=O)[O-] | 2% | -5.9% | 1% | 22% | 0.15 | -0.25 | 0.79 | -0.3 | 2% | -7% | -11% | 9%
COc1ccc(C(=O)NCc2nnc(SC)n2Cc2ccccc2)cc1 | 2% | -5.7% | -2% | -16% | -0.031 | -0.28 | 0.1 | 0.66 | -7% | 2% | 8% | 10%
COc1ccc(-c2[nH]ncc2CN(Cc2nccn2C)C(C)C)c(F)c1 | · | -10% | -12% | 10% | 1.3 | -0.13 | 1.3 | -0.76 | · | -6% | -4% | -2%
N#CCSc1nnc(-c2ccc3c(c2)OCO3)o1 | -4% | -4.3% | 0% | 4% | 1.5 | -0.19 | 1.1 | -1.4 | -1% | -8% | 12% | 10%
COc1ccc2nc(Nc3nc(CSc4nc5ccccc5[nH]4)cc(=O)[nH]3)nc(C)c2c1 | 7% | -11% | 5% | 57% | -0.71 | -0.22 | -0.12 | 0.062 | 8% | 4% | 12% | 5%
CSc1nc2ccccc2n1CC(=O)Nc1c(C)n(C)n(-c2ccccc2)c1=O | -1% | -3.2% | -8% | -6% | 1.9 | -0.2 | 1.1 | -0.19 | -2% | -1% | 2% | 4%
COc1cc(/C=N/NC(=O)C[n+]2ccccc2)cc(OC)c1OC(C)=O | 0% | · | -2% | 11% | -0.26 | -0.29 | 0.31 | 0.34 | -6% | 3% | · | ·
c1ccc(CNCCN2CCNCC2)nc1 | -4% | -3.8% | -11% | -16% | -0.74 | -0.21 | -0.41 | 0.36 | 2% | 3% | 1% | 4%
C=CCN1C(=O)CS/C1=N\S(=O)(=O)c1ccc(Cl)cc1 | 7% | -1.7% | -7% | -5% | -0.42 | -0.2 | -0.16 | 1.3 | 0% | 4% | 5% | -2%
COCCSc1ccccc1C(=O)N1CCCC1 | 9% | -2.9% | 2% | -34% | 0.43 | -0.095 | 0.41 | 0.81 | -11% | 3% | 10% | 9%
COc1ccc(NC(=O)c2cc([N+](=O)[O-])nn2Cc2ccccc2)c(C)c1 | 1% | -8.9% | -4% | 17% | 0.39 | -0.22 | 0.52 | 0.83 | 0% | 2% | 5% | 5%
COc1ccc(N(C(=O)c2ccc(Br)o2)C2C=CS(=O)(=O)C2)c(OC)c1 (stereo unspecified) | 0% | -6.0% | -7% | 4% | 0.16 | -0.24 | 0.12 | 0.19 | 0% | 4% | -8% | 1%
CCOC(=O)/C=C1\SCC(=O)N1Cc1ccc(Br)cc1 | 2% | 2.2% | 1% | -5% | 0.3 | -0.14 | 0.41 | 0.24 | -2% | 4% | 2% | -2%
O=C1NC(=Nc2ccccc2)S/C1=C\c1cccnc1 | -1% | · | -4% | 0% | 0.06 | -0.26 | -0.23 | 0.24 | 1% | 4% | · | ·
CCN1CCN(Cc2ccc(NC(=O)c3ccc(C)c(NC(=O)c4nccn4C)c3)cc2C(F)(F)F)CC1 | 2% | · | -11% | 3% | 0.45 | -0.44 | 0.26 | -0.033 | 2% | -2% | · | ·
COc1ccc(-n2c(O)c(/C=N/n3cnnc3)c3ccccc3c2=O)cc1 | 3% | -1.7% | -1% | 4% | -0.62 | -0.15 | -0.1 | -0.51 | -181% | -1% | 1% | 22%
Cc1ccc(S(=O)(=O)NC(=O)NCc2ccccc2)cc1 | -3% | -3.7% | 0% | 1% | -0.52 | -0.0094 | -0.062 | 0.67 | 32% | 6% | 1% | 0%
Cc1ccc(CN2C(=O)CCC2C(=O)NC2CC2)cc1 (stereo unspecified) | 0% | -13% | -10% | 4% | -0.72 | -0.27 | -0.38 | 0.54 | 10% | -1% | 4% | 6%
CC1(C)CC(=O)C2=C(C1)Nc1cc3c(cc1C2c1ccc(F)cc1)OCO3 (stereo unspecified) | 1% | -4.9% | -10% | 33% | -0.47 | -0.31 | -0.061 | -0.058 | -11% | 1% | 18% | 14%
CCN(C(=O)c1ccccc1Cl)c1ccccc1 | -1% | -2.9% | 0% | 2% | 0.16 | 0.3 | 0.17 | -0.74 | 2% | -4% | 7% | 5%
O=C(NC1CCN(C(=S)NCc2ccco2)CC1)C1CCCCC1 | 6% | -4.3% | -3% | -22% | -0.27 | -0.25 | -0.59 | 1 | -5% | 3% | 10% | 10%
Cc1ccc(C)c(S(=O)(=O)N2CCCOC2CNC(=O)C(=O)NCc2cccnc2)c1 (stereo unspecified) | 3% | -4.7% | -2% | 22% | 0.4 | -0.33 | 0.1 | 0.57 | 4% | 0% | -2% | 9%
CCN(Cc1ccccc1)C(=O)c1ccc(CNS(=O)(=O)c2ccc(C)cc2)cc1 | 3% | -4.1% | -4% | -8% | -0.65 | -0.28 | 0.46 | 0.28 | -4% | 3% | 14% | 20%
CCc1nnc(NC(=O)c2n[nH]c(=O)c3ccccc23)s1 | 0% | · | -7% | 4% | -0.8 | -0.8 | -0.65 | 1.1 | 0% | 8% | · | ·
Cc1cccc(C(=O)N/N=C/c2ccncc2)c1 | 3% | -4.7% | 2% | 3% | 0.53 | -0.21 | 0.91 | 0.38 | 12% | -1% | 0% | 1%
Cc1ccc(C(=O)OCc2cc3ccccc3[nH]c2=O)cc1 | 5% | -6.3% | 5% | 7% | 0.076 | -0.26 | 0.27 | -0.57 | -1% | -2% | -13% | -1%
O=C(CC1C(=O)NCCN1Cc1ccoc1)NCc1cccc(OC(F)(F)F)c1 (stereo unspecified) | 6% | · | -7% | -14% | 0.14 | -0.25 | 0.049 | 0.52 | 9% | 0% | · | ·
O=C(NNc1ncccc1-n1cccc1)c1ccc(Cl)cc1 | 14% | · | -2% | 1% | 0.83 | -0.18 | 0.4 | -0.77 | 6% | 2% | · | ·
O=C1Nc2ccccc2C1=Nc1ccc(S(=O)(=O)Nc2nccs2)cc1 | 10% | · | -3% | 4% | 0.83 | -0.27 | 0.38 | -0.095 | 14% | 3% | · | ·
Clc1ccc2c(c1)c1ccccc1n2CN1CCOCC1 | 18% | -11% | 3% | 4% | 0.51 | -0.31 | 0.3 | -0.53 | 20% | -4% | 6% | -3%
CC(C)c1ccc(C2=C(O)c3ccccc3C(=O)C2=O)cc1 | 7% | 1.0% | -3% | -8% | -0.51 | -0.14 | -0.6 | 0.65 | -63% | 12% | -4% | 22%
C=CCNC(=O)CNS(=O)(=O)c1ccc(F)cc1 | 1% | -0.9% | -6% | -4% | -0.24 | -0.23 | -0.094 | 1.2 | 5% | -5% | 6% | 2%
COCc1cc(C)nc(SCC[N+](C)(C)CC(=O)Nc2ccccc2)c1C#N | 6% | -6.8% | 0% | -8% | -0.6 | -0.15 | -0.33 | -0.41 | -14% | -6% | -5% | 11%
O=C1NC[C@@H](Cc2cccc3ccccc23)N(CC2(c3ccccc3)CC2)C1=O | 4% | · | 4% | 6% | -0.14 | -0.74 | 0.034 | -0.37 | -1% | 2% | · | ·
CCOC(=O)N1CCN(C(=O)/C(=C\c2cccs2)NC(=O)c2cccs2)CC1 | 11% | -6.9% | -1% | -2% | 0.14 | -0.3 | 0.51 | -0.3 | 16% | 5% | -8% | -2%
Cc1ccc(-c2cn3cccnc3n2)cc1NC(=O)c1cccs1 | 16% | -12% | -19% | 19% | 0.54 | -0.29 | 0.39 | 0.24 | -51% | -3% | 0% | 2%
COc1ccc(N(C(=O)Cn2nnc3ccccc32)C(C(=O)NCc2ccco2)c2ccc(C)o2)cc1 (stereo unspecified) | -2% | -2.1% | 5% | -2% | -0.15 | -0.2 | -0.19 | 0.18 | -9% | 0% | -5% | -1%
COc1ccccc1NC(=O)N1CCC(c2nnc(SCC(N)=O)n2C)CC1 | -1% | -6.7% | -4% | -2% | 1.4 | -0.23 | -0.29 | -1.1 | -1% | -3% | 8% | 5%
CC(=O)c1ccc(N2CCN(S(=O)(=O)c3ccccc3)CC2)c(F)c1 | 12% | -3.1% | -8% | 11% | -0.72 | -0.18 | -0.096 | 0.77 | 23% | 3% | 1% | 6%
O=S(=O)(c1ccc(Cl)cc1)N1CCN(c2nc(-c3cccs3)nc3ccccc23)CC1 | 4% | -2.0% | 4% | 10% | -0.25 | -0.29 | -0.21 | 0.2 | -16% | 3% | 5% | 3%
COc1ccc(CN(C#N)c2nc(SC)nc(N(C)C)n2)cc1 | 2% | -2.0% | -6% | 0% | 1.8 | -0.3 | 0.59 | -0.61 | -8% | -2% | 8% | 6%
Cc1n[nH]c(=S)n(/N=C/c2ccccn2)c1=O | -1% | -3.8% | 6% | -39% | 0.46 | -0.16 | 0.59 | -0.15 | 4% | -3% | -2% | -1%
CCOC(=O)N1CCC(N2Cc3cccc(C(=O)N4CCN(C5CCCCC5)CC4)c3C2=O)CC1 | 11% | -6.9% | -7% | 20% | -0.18 | -0.2 | 0.015 | -0.002 | 20% | 3% | 4% | 6%
CC12CCC(C/C1=N\OC(=O)c1c(F)cccc1F)C2(C)C (stereo unspecified) | 0% | · | -4% | -5% | 0.21 | -0.31 | -0.0038 | 0.3 | 1% | -6% | · | ·
NCCCC[C@H]1CN=C(N)N1CCC12CC3CC(CC(C3)C1)C2 | -3% | · | -16% | ? | 0.18 | -0.48 | 0.18 | -0.31 | 6% | -5% | · | ·
Cc1[nH]n(-c2ccc(Br)cc2)c(=O)c1C=Nc1ccc(S(=O)(=O)Nc2nccs2)cc1 | -1% | 0.7% | 3% | 28% | 1.3 | -0.28 | 0.34 | 0.85 | 11% | 20% | 8% | 8%

Screening data as filed in PubChem.
